14-3-3g Raf: alters human 14-3-3 gamma binding to Raf peptide | inhibition, % at 40 µM | hit rate 0.19% among 160,000 | P61981 | FP, 14-3-3gamma / TMR-pS259-Raf peptide binding; in the data active = inhibition above about 30%;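 note: 0% = protein plus tracer without compound and 100% = blank with tracer alone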
Target sequence (P61981 whole entry, looked up): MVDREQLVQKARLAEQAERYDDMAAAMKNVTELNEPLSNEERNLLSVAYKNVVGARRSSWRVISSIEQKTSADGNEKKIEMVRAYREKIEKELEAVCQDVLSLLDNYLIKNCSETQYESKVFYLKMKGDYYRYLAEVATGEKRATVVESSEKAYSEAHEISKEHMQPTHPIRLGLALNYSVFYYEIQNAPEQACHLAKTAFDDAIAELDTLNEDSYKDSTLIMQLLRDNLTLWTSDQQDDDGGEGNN
* marks the source's active call; other numbers are inactive results; & = joins results of further samples. These rows are one share of the data; the hit share may differ from the screen's.

SMILES | 14-3-3g Raf
CS(=O)(=O)c1sc2nc(-c3cccs3)cc(-c3ccccc3)c2c1N | -15.1&-17.1
Cn1c(=O)c2c(nc(CN3CCN(Cc4ccccc4)CC3)n2Cc2ccccc2)n(C)c1=O | 0.1
O=C(NCCN1CCOCC1)C1CCC(=O)N1C1CCCCC1 (stereo unspecified) | -4.5
CCC(C)c1ccc(O)c(NC(=O)c2cncc(Br)c2)c1 (stereo unspecified) | -6.0
COC(=O)c1ccc(CN(C)S(=O)(=O)c2ccc(C)cc2)o1 | -1.4
COc1ccccc1N1CCN(C(CNC(=O)C2CCCCC2)c2cccnc2)CC1 (stereo unspecified) | -6.1
CCOc1ccc2nc(SCC(=O)Nc3ncccn3)[nH]c2c1 | 9.6
Cc1ccc(-c2cc(C(F)(F)F)n3ncc(C(=O)N4CCCC4)c3n2)cc1 | 1.9
O=C(Nc1ccc(Oc2ccccc2)cc1)c1cnc2n(c1=O)CCS2 | -1.8&-8.1
CSc1cccc(NC(=O)CSc2nc3nc(C)c(Cc4ccccc4C)c(C)n3n2)c1 | -72.4
CCOC(=O)c1c(NC(=O)c2ccc(S(=O)(=O)N3CCCC(C)C3)cc2)sc2c1CC(C)(C)NC2(C)C (stereo unspecified) | 5.6
Nc1ncnc2c1[nH]c(=S)n2CCOc1ccccc1 | 4.6
CCOC(=O)C1CCN(S(=O)(=O)c2ccc(-c3ccc([N+](=O)[O-])cc3)cc2)CC1 | 6.0
O=C(c1cccc(S(=O)(=O)N2CCCC2)c1)c1cccc(S(=O)(=O)N2CCCC2)c1 | -4.8&-4.8
Cc1cc(N2CCN(c3nc(N4CCOCC4)nc4ccccc34)CC2)c2ccccc2n1 | 0.0
COc1ccc(C(=O)N2CCN(Cc3cc(OC)c(O)c(OC)c3)CC2)cc1OC | -10.4
Cc1cc(C)nc(NS(=O)(=O)c2ccc(NC(=O)c3ccc(S(=O)(=O)N4CCCCC4)cc3)cc2)n1 | -18.3
CCC(=O)N/C(N)=N\c1nc(C)c2cc(C)c(C)cc2n1 | -2.5
CC(C)c1ccc(S(=O)(=O)Nc2cc3c4c(oc3c3ccccc23)CC(C)(C)CC4=O)cc1 | -7.4
COC(=O)C1(C(F)(F)F)N=C2Sc3ccccc3N2C(N2CCOCC2)=N1 (stereo unspecified) | -1.1
N=c1c2c3c(sc2ncn1CCN1CCOCC1)CCCC3 | -7.6
CCOc1ccccc1NC(=O)c1cc2c(=O)[nH]c3ccccc3c2s1 | -13.4
Cc1ccc(CCP(=O)(O)CN2CCOCC2)cn1 | 3.6
Cc1c(C(=O)Nc2ccc(F)cc2)sc2ncnc(N3CCCCC3)c12 | -4.7
CC1(C)OC(=O)N(CCc2ccccc2)C1(C)O (stereo unspecified) | -3.6&1.9

(more compounds)
SMILES | 14-3-3g Raf
CCc1ccc2oc(-c3ccc(NC(=O)c4ccc(Cl)c([N+](=O)[O-])c4)cc3)nc2c1 | -19.2
O=S(=O)(NCc1cccnc1)c1ccc2nc(-c3ccccc3)[nH]c2c1 | -0.9
COc1ccc(C(=O)N(c2ccccc2)C2C=CS(=O)(=O)C2)cc1 (stereo unspecified) | -0.6
COc1ccc(CCNC(=O)c2oc(=O)c3ccccc3c2-c2ccccc2)cc1OC | 0.3
COC(=O)CNC(=O)c1n[nH]c(=O)c2ccccc12 | -2.0
Cc1cc([N+](=O)[O-])ccc1N1C(=O)c2ccc([N+](=O)[O-])c3c([N+](=O)[O-])ccc(c23)C1=O | -29.0
COCCn1c(=O)[nH]c2cc(C(=O)Nc3cccc(C(C)=O)c3)ccc2c1=O | -3.6
O=C(Oc1ccccc1)Oc1cc2oc(=O)sc2cc1Br | -2.8
CC1CC(C)(C)NC(=S)N1CC(=O)N1CCc2ccccc2C1 (stereo unspecified) | -11.1
CN(C)c1ccc(Nc2c([N+](=O)[O-])c(=O)oc3ccccc23)cc1 | -3.3
Cn1c(=O)c(C(=O)NCCO)c(O)c2ccccc21 | -0.5
CCOc1ccc(C(=O)N2N=C(C(F)F)CC2(O)C(F)F)cc1 (stereo unspecified) | -1.1
COc1ccc(C(=O)Nc2c3c(nn2-c2ccccc2C)CS(=O)C3)cc1OC (stereo unspecified) | 1.4
Cc1ccc(SCc2nc3ccccn3c2Cl)cc1 | -22.6
CN(C)CCSc1nnc2sc3ccccc3n12 | 4.9
O=C(CSc1nc2c(c(=O)n1-c1ccc(F)cc1)SCC2)N1CCN(c2ccccc2)CC1 | -18.8
NC(=O)c1oc2ccccc2c1NC(=O)c1ccc(F)cc1 | -1.8
COc1cccc(-c2noc(C3CCCN(S(=O)(=O)c4cccc(Cl)c4C)C3)n2)c1 (stereo unspecified) | -1.0
CCc1ccc(C(=O)CSC2=C(C#N)C(c3ccco3)C(C(C)=O)=C(C)N2)cc1 (stereo unspecified) | -11.3
O=C(NCc1n[nH]c(=S)n1-c1cccc(Cl)c1)c1ccc(S(=O)(=O)N2CCCC2)cc1 | -4.3&1.4
Cc1cccc(-n2nc3c(c2NC(=O)COc2ccc(Cl)cc2)CSC3)c1C | -2.4
CCOC(=O)CNS(=O)(=O)c1cc(-c2nnc(Nc3cccc(Cl)c3)c3ccccc23)ccc1C | -10.8
O=C(NCc1cccs1)c1cccn2c(=O)c3sccc3nc12 | 0.6
Cc1ccc(-c2cc(-c3ccccc3)c(C#N)c(N)n2)o1 | -24.1
O=C(Nc1ccc(NC(=O)c2ccc([N+](=O)[O-])o2)cc1)c1ccccc1 | -2.0

Carrying on.
SMILES | 14-3-3g Raf
CCc1ccc(S(=O)(=O)n2cnc3cc(C)c(C)cc32)cc1 | -3.1
CCC(C)N1C(=O)N(C)C2NC(=O)NC21 (stereo unspecified) | 3.5
O=C(Cn1cnc2c(nnn2Cc2ccc(Cl)cc2)c1=O)N1CCCc2ccccc21 | -5.4
CCCOC(=O)C1=C(C)NC2=C(C(=O)CC(c3ccc(Cl)cc3)C2)C1c1cc(OC)ccc1OC (stereo unspecified) | 9.3
Cc1cccc(OCC(O)Cn2cnc3ccccc32)c1 (stereo unspecified) | -7.6
O=C(Oc1ccc2ccc(=O)oc2c1)N1CCOCC1 | -1.2
Cc1cc(C)nc(SCC(=O)c2ccc(O)cc2O)n1 | -2.0
Cc1ccccc1Nc1cc(C(=O)O)c2ccccc2n1 | -1.1
CCOC(=O)c1cc2c(=O)n3ccccc3nc2n(Cc2ccco2)c1=NC(=O)c1cccc(C(F)(F)F)c1 | -36.9
Cc1ccc(-c2noc(CCC(=O)Nc3ccccc3N3CCN(C)CC3)n2)cc1 | 0.7&0.0
Cc1ccc(CN2C(=O)CSc3ccc(C(=O)NC4CCCCCCC4)cc32)cc1 | 4.3
CCN(c1cccc(C)c1)C(C(=O)NC1CCCC1)c1ccc(C)cc1 (stereo unspecified) | -14.3
COc1ccc(N2CCN(CC(O)c3c[nH]c4ccc(OC)cc34)CC2C)cc1 (stereo unspecified) | -0.7
COc1ccc(-c2cc(=Nc3cccc([N+](=O)[O-])c3)c3cc(C)ccc3o2)cc1 | -25.7
CCCCNC(=O)c1ccc(N2CCOCC2)c(NS(=O)(=O)c2ccc(OC)cc2)c1 | -6.3
O=C(CCSCc1ccccc1F)NCc1cccnc1 | 3.5
Cc1[nH]nc2c1C(c1cccc3ccccc13)CC(=O)N2 (stereo unspecified) | -3.9
COc1ccccc1-n1c(SCC(=O)Nc2ccc(F)cc2)nc2c(c1=O)SCC2 | -3.6
CC(=O)N(CC(O)c1ccccc1)C1CC(=O)N(c2ccc(Br)cc2)C1=O (stereo unspecified) | -9.2
Cc1[nH]c2ccc(-c3nnc(SCc4ccccc4)o3)cc2c1C | 5.0
C=CCNC(=O)c1ccncc1 | 7.0
Cc1nnc(SCc2cnc(-c3ccccc3)o2)[nH]c1=O | -7.6
Cc1oc2cc(Br)c(OCC(=O)OCc3ccccc3)cc2c1C(=O)OC(C)C | -2.0
COc1ccc(Cl)cc1NC(=O)c1c(NCc2cccs2)sc2c1CCC(C)C2 (stereo unspecified) | -48.4
Cc1nc(SCC(=O)O)c2c(=O)n(C)c(=O)n(C)c2n1 | -3.9

More entries follow:
SMILES | 14-3-3g Raf
CCOC(=O)c1ccc(CN(Cc2ccc(Br)cc2)S(=O)(=O)c2ccc(Br)cc2)cc1 | -5.7
CCOc1ccc(NC(=O)c2ccc(-c3cccc(Cl)c3C)o2)c([N+](=O)[O-])c1 | 2.0
O=C1c2ccccc2N(Cc2ccc(Cl)cc2)C2=NCCN12 | 3.1
O=C(Nc1nc(-c2ccc(S(=O)(=O)N3CCCC3)cc2)cs1)c1ccco1 | -22.3
O=c1[nH]cc(COCc2ccccc2)c(=O)[nH]1 | 0.8
CCC(=O)N1CCc2cc(Br)cc(S(=O)(=O)CCC(=O)N3CCN(c4ncccn4)CC3)c21 | 2.6
N#CCSC1=Nc2ccccc2C2=NC(CCC(=O)N3CCN(c4ccccc4)CC3)C(=O)N12 (stereo unspecified) | -28.8
CCOC(=O)CNS(=O)(=O)c1cc(-c2nnc(Nc3cccc(C(F)(F)F)c3)c3ccccc23)ccc1C | 1.5
COCC(=O)N(c1ccc(C(C)C)cc1)C1C=CS(=O)(=O)C1 (stereo unspecified) | -4.1
CCOC(=O)C1C(=O)CC(C)(O)C(C(=O)OCC)C1c1cc(Br)ccc1OC (stereo unspecified) | -0.9&6.3
CCCCN(Cc1ccccc1)S(=O)(=O)c1ccc2c(c1)CC(C)N2C(C)=O (stereo unspecified) | -7.0
O=C(O)CCn1c(=O)sc2ccccc21 | -0.5
COc1ccccc1N1C(=O)CC(N2CCc3ccccc32)C1=O (stereo unspecified) | 2.0
CC1=C(C(=O)OC2CCCC2)C(c2coc3ccccc3c2=O)C2=C(CCCC2=O)N1 (stereo unspecified) | 2.1
Cc1cc(C)c(S(=O)(=O)Nc2ccc(O)cc2)cc1C | 3.3
CCOC(=O)[C@H]1CCC[C@@H](NS(=O)(=O)c2ccc(NC(C)=O)cc2)C1 | -14.5
Cc1cccc(CS(=O)(=O)Cc2ccc(C(=O)NCCN3CCCCC3C)o2)c1 (stereo unspecified) | -9.9
Nc1ccccc1SCC(=O)N1CCc2ccccc21 | -11.5
CC1(C)NC(=O)N(CC(O)COc2ccccc2C(=O)Nc2ccccc2)C1=O (stereo unspecified) | 4.7
COc1ccc(C(=O)NCCc2nnc(SCc3nc4ccccc4c(=O)[nH]3)n2C)cc1 | 1.2
Cc1cc(C(=O)CSc2nnc(N)s2)c(C)n1CCc1ccc(Cl)cc1 | -11.1
COc1ccc(NC(=O)CN2CCC(C)CC2)cc1 | 1.3
O=C1c2ccccc2C(=O)N1CCCCN(C(=O)c1cccc([N+](=O)[O-])c1)c1ccc(Cl)cc1 | -5.3
COc1ccc(S(=O)(=O)n2nc(OC(=O)c3ccc(C)cc3)cc2N)cc1 | 6.0
CN(Cc1ccccc1)C(=O)c1ccc(N2CC3CC(C2)c2cccc(=O)n2C3)c(NC(=O)c2cccc(C(F)(F)F)c2)c1 (stereo unspecified) | -1.1

By substructure: the entries above with a Cl atom.
SMILES | 14-3-3g Raf
CCc1ccc2oc(-c3ccc(NC(=O)c4ccc(Cl)c([N+](=O)[O-])c4)cc3)nc2c1 | -19.2
Cc1ccc(SCc2nc3ccccn3c2Cl)cc1 | -22.6
COc1cccc(-c2noc(C3CCCN(S(=O)(=O)c4cccc(Cl)c4C)C3)n2)c1 (stereo unspecified) | -1.0
O=C(NCc1n[nH]c(=S)n1-c1cccc(Cl)c1)c1ccc(S(=O)(=O)N2CCCC2)cc1 | -4.3&1.4
Cc1cccc(-n2nc3c(c2NC(=O)COc2ccc(Cl)cc2)CSC3)c1C | -2.4
CCOC(=O)CNS(=O)(=O)c1cc(-c2nnc(Nc3cccc(Cl)c3)c3ccccc23)ccc1C | -10.8
O=C(Cn1cnc2c(nnn2Cc2ccc(Cl)cc2)c1=O)N1CCCc2ccccc21 | -5.4
CCCOC(=O)C1=C(C)NC2=C(C(=O)CC(c3ccc(Cl)cc3)C2)C1c1cc(OC)ccc1OC (stereo unspecified) | 9.3
COc1ccc(Cl)cc1NC(=O)c1c(NCc2cccs2)sc2c1CCC(C)C2 (stereo unspecified) | -48.4
CCOc1ccc(NC(=O)c2ccc(-c3cccc(Cl)c3C)o2)c([N+](=O)[O-])c1 | 2.0
O=C1c2ccccc2N(Cc2ccc(Cl)cc2)C2=NCCN12 | 3.1
Cc1cc(C(=O)CSc2nnc(N)s2)c(C)n1CCc1ccc(Cl)cc1 | -11.1
O=C1c2ccccc2C(=O)N1CCCCN(C(=O)c1cccc([N+](=O)[O-])c1)c1ccc(Cl)cc1 | -5.3

Compound activity: PubChem, Emory University Molecular Libraries Screening Center
